Assay outcomes (PubChem BioAssay)
DNMT1 inh = human DNMT1 methyltransferase inhibitors, primary screen, biochemical, molecular beacon, fluorescence, HinP1I cleavage, uHTS; 360,000 compounds, 0.83% hits; inhibition (reported as % activation of signal), % at 10 µM; DNA (cytosine-5)-methyltransferase 1 (Homo sapiens), P26358; in the data active means inhibition above about 50%
TbMetRS inhib = T. brucei MetRS inhibitors, primary screen, biochemical, luminescence; 360,000 compounds, 0.4% hits; inhibition, % at 11.9 µM; methionyl-tRNA synthetase (Trypanosoma brucei brucei); AID 624268, 2012; purified T. brucei MetRS, ATP depletion, Kinase-Glo luminescence;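 active means inhibition above a per-plate cutoff of the control wells' mean inhibition plus 3 SD, cut at about 5.5% in these data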;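 further: 0% = DMSO wells median and 100% = median of wells with control inhibitor compound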
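Material: parasite MetRS enzyme / Replication: singlicate, one well per compound / Signal: luminescence of leftover ATP / Schedule: 2 h aminoacylation at 25 °C after 15 min preincubation / Medium: HEPES-MgCl2-KCl buffer plus DTT, spermine, BSA, pyrophosphatase / Doses: 11.9 µM single point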
SUMO1-SIM PPI = modulators of SUMO1 protein-protein interactions, primary screen, biochemical, uHTS. 360,000 compounds, 0.33% hits. inhibition, % at 20 µM. SUMO1 binding to a labelled peptide, TR-FRET, 1 h; in the data active means inhibition above about 37%
Target sequence (P63165 whole entry, looked up): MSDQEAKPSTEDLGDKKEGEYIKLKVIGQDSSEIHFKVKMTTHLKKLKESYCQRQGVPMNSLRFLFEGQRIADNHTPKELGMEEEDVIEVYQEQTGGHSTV
MsrA inhibitor = bovine MsrA enzyme inhibitors, primary screen, biochemical, absorbance, HTS; Methionine sulfoxide reductase A (Bos taurus); purified bovine MsrA, absorbance read-out; inhibition, % at 15.5 µM; 360,000 compounds, 0.75% hits; in the data active means inhibition above about 4.5%;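 further: 0% = vehicle wells with enzyme and 100% = reference inhibitor wells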
Rpn11 block = Rpn11 (PSMD14) deubiquitinase inhibitors, primary screen, biochemical, fluorescence polarization, uHTS; 26S proteasome non-ATPase regulatory subunit 14 (Homo sapiens), O00487; human 26S proteasome, Ub4-pepOG fluorescence polarization; 20S core pre-blocked with epoxomicin; calls only at 20 µM; 360,000 compounds, 0.59% hits;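 active means inhibition at 20 µM, scaled to each plate's controls, above about 33%, limit read from the data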
Target sequence (O00487 whole entry, looked up): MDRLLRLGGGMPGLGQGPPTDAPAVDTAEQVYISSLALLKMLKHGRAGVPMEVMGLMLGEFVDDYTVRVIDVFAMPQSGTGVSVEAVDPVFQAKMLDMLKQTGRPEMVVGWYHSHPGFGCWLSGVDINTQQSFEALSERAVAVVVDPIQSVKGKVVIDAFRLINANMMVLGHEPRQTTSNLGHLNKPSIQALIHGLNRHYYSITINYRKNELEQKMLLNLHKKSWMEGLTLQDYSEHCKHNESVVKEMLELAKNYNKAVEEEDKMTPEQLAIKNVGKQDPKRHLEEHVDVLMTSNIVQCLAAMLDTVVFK
LMPTP block = LMPTP phosphatase inhibitors, primary screen, biochemical, fluorescence intensity, uHTS | inhibition, % at 20 µM | recombinant LMPTP-A, OMFP fluorogenic substrate | 360,000 compounds, 0.22% hits;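 active means compounds that cut the enzyme signal by at least half of the control window in the single-dose screen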;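 further: plate controls were DMSO wells with enzyme plus substrate for no effect and substrate without enzyme for full effect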
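Test system: LMPTP-A, protein tyrosine phosphatase of low molecular weight; Input: 0.625 nM enzyme; Incubation: 50 min dark incubation at room temperature; Signal: endpoint fluorescence intensity from OMFP dephosphorylation; Read-out basis: % inhibition versus control wells.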
NadD inh = inhibitors of S. aureus NadD, primary screen, biochemical, colorimetric, uHTS; 360,000 compounds, 0.78% hits; purified NadD enzyme, colorimetric absorbance read-out; AID 602399, 2012; inhibition, % at 20 µM; in the data active means inhibition above about 26%; further: some compounds past the cut are filed as inactive
CSN inh = inhibitors of CSN-mediated cullin deneddylation, primary screen, biochemical, fluorescence polarization, uHTS. AID 651999, 2013. Purified CSN, SCF-Nedd8-OG deneddylation. inhibition, % at 12.5 µM. 360,000 compounds, 0.38% hits. COP9 signalosome complex subunit 5 (Homo sapiens), Q92905;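 active means pattern-corrected inhibition above about 35%, with an unprinted fluorescence ratio check between 0.5 and 1.5, limit read from the data, passing the limit was not always enough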;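 further: 0% = enzyme with substrate and 100% = substrate without enzyme; some results filed as inactive read as strong as hits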
Target sequence (Q92905 whole entry, looked up, one chain of several): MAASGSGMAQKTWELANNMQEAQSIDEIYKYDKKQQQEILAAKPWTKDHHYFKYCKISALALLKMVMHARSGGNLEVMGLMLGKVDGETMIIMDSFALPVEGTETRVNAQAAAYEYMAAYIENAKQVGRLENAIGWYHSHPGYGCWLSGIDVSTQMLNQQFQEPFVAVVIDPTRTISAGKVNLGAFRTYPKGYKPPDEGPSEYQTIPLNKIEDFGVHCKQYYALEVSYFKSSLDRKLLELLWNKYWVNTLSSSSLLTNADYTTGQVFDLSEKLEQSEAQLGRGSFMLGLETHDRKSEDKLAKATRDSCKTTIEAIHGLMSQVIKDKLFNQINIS
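Assay system: purified human Csn5 enzyme expressed in HEK293T cells; Input: 0.24 nM Csn5 enzyme, final concentration; Reagent: 10 nM SCFSkp2-Nedd8OG; Compound dosing: 12.5 µM single point; Times: reaction 90 min, room temperature; Technique: fluorescence polarization readout.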
Scp-1 inhibitor = Scp-1 phosphatase inhibitors, primary screen, biochemical, colorimetric, uHTS. Carboxy-terminal domain RNA polymerase II polypeptide A small phosphatase 1 (Homo …. Recombinant Scp1, phosphopeptide, malachite green phosphate absorbance. inhibition, % at 20 µM. 340,000 compounds, 0.88% hits;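 active means inhibition above about 50% at 20 µM, limit read from the data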;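 further: plate controls were DMSO wells with enzyme for no effect and wells lacking enzyme for full effect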
Target sequence (Q9GZU7 76-261 limits assumed): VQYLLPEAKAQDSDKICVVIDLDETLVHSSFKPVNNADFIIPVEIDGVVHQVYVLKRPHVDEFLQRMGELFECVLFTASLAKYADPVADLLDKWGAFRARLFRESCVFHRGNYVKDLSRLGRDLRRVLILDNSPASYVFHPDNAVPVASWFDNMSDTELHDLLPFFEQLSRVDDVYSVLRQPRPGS
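Test system: SCP-1 phosphatase catalytic domain, residues 76-261; measured by: colorimetric phosphate reagent with accelerator and stabiliser, absorbance at 630 nm; timing: enzyme reaction 45 min at room temperature, colour 5 min, stabilisation 30 min; also added: Phosphorylated 17-residue peptide substrate; compound dosing: one concentration, 20 µM, with 1.0% DMSO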
STEP block = STEP phosphatase inhibitors, primary screen, biochemical, fluorescence intensity, uHTS; inhibition, % at 20 µM; 360,000 compounds, 0.25% hits; recombinant STEP, OMFP fluorogenic substrate;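 active means inhibition at 20 µM, scaled per plate between control wells, above about 37%, limit read from the data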;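 further: 0% = DMSO with enzyme and substrate and 100% = substrate only without enzyme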
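material = STEP tyrosine phosphatase | reagent = fluorogenic phosphatase substrate OMFP at 25 µM final | doses = single compound dose of 20 µM, 1% DMSO final | schedule = 20 min reaction, room temperature, in the dark | measured by = fluorescence, 480/540 nm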
* = called active by the depositor; i = inactive; . = not tested or not shown; + = active, no number. Rows were taken by chance, and some 3.9% of all compounds hit somewhere here.

SMILES	DNMT1 inh	TbMetRS inhib	SUMO1-SIM PPI	MsrA inhibitor	Rpn11 block	LMPTP block	NadD inh	CSN inh	Scp-1 inhibitor	STEP block
CC(C)Sc1nc2ccc(N3C(=O)C4CCCCC4C3=O)cc2s1 (configuration not stated)	-3.3	-0.2	-1.5	0.2	i	-0.2	-5.5	-1.0	0.3	1.7
CCSc1nnc(Cn2c(=O)sc3ccccc32)n1C	-0.7	-1.9	4.1	-0.5	i	-0.3	-0.1	-4.5	-4.2	1.2
Cc1cc(C)n2nc(SCC(=O)Nc3ccc(F)cc3[N+](=O)[O-])nc2n1	0.8	-0.1	-23.0	0.6	i	-1.2	0.8	-1.7	-10.4	-2.3
COc1cc2c(cc1OC)CN(C(=O)CNS(=O)(=O)c1ccc(C)c(C)c1)CC2	-0.6	-0.2	8.0	0.4	i	-0.8	-0.6	0.9	-7.1	1.9
O=C(CN1CCCCCC1)NCCN1C(=O)S/C(=C\c2ccccc2Cl)C1=O	-0.9	0.6	-18.0	3.2	i	2.9	-2.1	1.6	-4.1	9.0
CC(=O)OCc1cc(=O)n(C)c(=O)n1C	0.5	-0.6	-3.4	-1.4	i	-0.3	3.4	-1.9	-4.1	0.1
CCOC(=O)CC1COCCN1C(=O)c1cc(COc2ccccc2SC)on1 (configuration not stated)	-4.0	0.0	4.3	-0.5	i	-1.1	-3.9	2.1	.	0.3
O=C(CN1CCN(c2ccc(F)cc2)CC1)Nc1ccc(S(=O)(=O)N2CCOCC2)cc1	-0.9	-0.4	-0.9	0.5	i	0.2	2.3	-2.4	-6.1	1.2
Cc1ccc(CCNC(=O)Cn2ccc3cc(S(=O)(=O)N4CCCC4)ccc32)cc1	-1.9	0.1	6.9	1.3	i	0.3	-3.4	-2.1	-11.7	-0.9
Cc1ccc2[nH]c3c(c2c1)CCc1cn[nH]c1-3	-27.9	22.4*	-5.1	0.7	i	0.4	2.9	0.8	8.9	2.8
C/C(=N\NC(=O)COc1cccc(Br)c1)c1ccc2c(c1)OCCO2	-0.9	-0.1	-0.4	-0.1	i	0.6	-9.2	-4.7	-7.2	0.2
COc1ccc2c(c1)C(=O)CC(c1ccccc1F)O2 (configuration not stated)	0.2	-0.6	-11.5	-0.3	i	1.0	-8.1	-7.4	-12.7	1.5
S=c1nn[nH]c2ccccc12	-4.5	-0.4	-18.2	1.6	i	-3.0	2.8	2.7	21.7	6.6
CCOc1nc2ccccc2nc1NS(=O)(=O)c1ccc(Cl)cc1	0.5	-1.3	7.0	3.6	i	0.3	-8.1	4.0	-7.0	-3.2
Cc1ccc(C(=O)OCC(=O)NC(=O)c2ccccc2)o1	7.1	-0.4	5.5	-0.1	i	12.2	1.1	-0.1	11.4	2.4
Cc1ccc(N2CCN(C(=O)C(=O)c3ccc(F)c(F)c3)CC2)cc1	.	-0.9	-8.6	-0.1	.	-0.8	.	-5.0	.	.
COc1ccccc1C(CNC(=O)CNC(=O)c1ccc(C)c(C)c1)N1CCCC1 (configuration not stated)	8.9	-0.4	-3.7	-0.7	i	3.2	-10.3	3.0	2.6	-2.5
CC1CCN(C(=O)CSc2nc(N)cc(N)n2)CC1	0.6	1.1	-1.7	1.1	i	-0.3	8.3	3.1	2.1	0.7
Cc1cc(=O)n2c(C(=O)Nc3ccc(C)c(C)c3)c(C(=O)Nc3ccccc3)sc2n1	14.6	-0.3	1.4	-0.6	i	0.1	-2.8	13.7	-7.7	1.5
Cc1cc2oc(=O)ccc2cc1[N+](=O)[O-]	5.1	-0.2	-13.7	0.5	i	-0.8	-0.4	-0.4	-3.0	-2.6
CCN1CCSc2ccc(C(=O)NCc3ccccc3Br)cc21	-1.8	0.2	7.4	-0.1	i	2.3	-4.3	2.6	-3.9	1.1
CCN(CC)S(=O)(=O)c1ccc(NC(=O)c2ccc(N3CCCC3=O)cc2)cc1	-6.3	-0.1	-7.4	-1.2	i	-0.4	-2.5	-0.9	-2.7	1.9
COc1ccc(-c2noc(C)c2-c2ccc3ccccc3n2)c(O)c1	-0.8	-1.1	2.7	0.6	i	1.6	1.6	-0.3	-3.1	-4.2
O=C1c2ccccc2-c2onc3c(N4CCN(CCO)CC4)cc(N4CCN(C(=O)c5ccco5)CC4)c1c23	-18.9	-0.3	55.8*	2.7	+	11.5	23.9	8.0	5.8	5.0
CSc1ccc(CNC(=O)C2(C)CCN2C(C)C)cc1 (configuration not stated)	1.8	0.6	1.4	-0.3	i	-1.8	2.1	-2.2	.	-1.7

Additional structures
SMILES	DNMT1 inh	TbMetRS inhib	SUMO1-SIM PPI	MsrA inhibitor	Rpn11 block	LMPTP block	NadD inh	CSN inh	Scp-1 inhibitor	STEP block
Cc1cc(C)cc(NC(=O)Nc2c(Br)cnn2C)c1	0.0	-0.3	3.7	.	i	0.3	-3.8	-0.5	-4.2	-1.9
CC(C)C(OC(=O)CN1C(=O)c2ccccc2C1=O)C(=O)NC1CCCCC1 (configuration not stated)	4.5	-1.1	-8.7	1.0	i	1.4	-2.1	-0.3	6.2	-0.5
Cc1ccccc1OCC(=O)N/N=C/c1ccc(N(C)C)cc1	-0.3	-1.1	-5.3	2.5	i	-1.2	-1.4	-9.6	-11.6	-2.2
CC(Sc1nnc(-c2ccco2)n1N)C(=O)NCc1ccc2c(c1)OCO2 (configuration not stated)	-3.2	-0.3	3.4	-0.4	i	-0.1	0.2	0.8	-7.6	-1.1
COc1cc(CNC2CCCCC2OC)cc(OC)c1 (configuration not stated)	1.4	-0.3	-4.6	-1.3	i	-0.6	-3.0	-2.4	-3.3	-0.4
O=C(O)COc1ccccc1/C=N/NC(=O)CSc1nc2ccccc2n1Cc1ccccc1	1.4	-0.2	-2.1	1.7	i	-0.6	7.1	2.5	13.8	1.2
Cc1ccc(S(=O)(=O)N(Cc2cccc(C)c2)C(=O)N2CCN(C)CC2)cc1	0.5	-0.3	3.6	-0.1	i	-1.8	-1.6	2.8	-1.9	0.1
COc1ccc(-n2sc3ccc(F)cc3c2=O)cc1	-3.8	-0.7	4.1	-0.5	i	-1.1	-2.4	-3.1	80.9*	-3.2
Cc1cc2sc3ccc(C#CC4(O)CCCCC4)cc3c(=O)c2cc1C	5.5	-0.2	-8.9	0.5	i	3.0	18.2	-5.1	-4.4	-0.5
COC(=O)c1ccc(/C=N/Nc2nc(C)c(C)s2)cc1	-15.9	-0.5	-16.4	1.2	i	2.2	10.1	-2.5	2.7	1.3
COc1ccccc1-n1cnnc1SCc1csc(-c2ccccc2)n1	-1.9	0.2	-3.5	-0.4	i	-0.2	0.4	2.2	-1.6	4.7
CCCCCCC(=O)N(O)C1CC(=O)N(Cc2ccccc2)C1=O (configuration not stated)	-1.7	-0.8	-0.3	0.0	i	0.7	16.1	-5.0	-5.8	7.1
COc1ccc(-c2nc(SCC(=O)NCc3ccco3)c(-c3ccccc3)[nH]2)cc1OC	-11.8	0.3	-0.9	0.1	i	0.7	6.8	3.8	-2.2	0.2
Cc1ccc(CSC2=Nc3ccccc3C3=NC(CCC(=O)NCc4ccco4)C(=O)N23)cc1 (configuration not stated)	-7.5	-0.5	2.7	-0.1	i	1.0	19.8	6.1	-6.9	-1.7
CN(C)S(=O)(=O)c1ccc(C(=O)NC2CCCc3ccccc32)cc1 (configuration not stated)	2.5	0.1	-1.2	-0.3	i	-0.2	-2.0	-0.5	-7.4	0.4
COCCCNC(=O)COc1ccc(S(=O)(=O)NCc2ccccc2)cc1Cl	5.3	-0.2	-2.8	0.3	i	-0.7	-1.3	-6.1	-7.6	-5.4
CCC(CC)NC(=O)COC(=O)c1ccc2c(c1)C(=O)N(Cc1ccco1)C2=O	0.3	-0.5	-28.7	-0.1	i	0.6	-3.7	3.1	8.9	-0.4
Cc1cc(C)c2nc(-c3ccccn3)cc(C(=O)NCCc3ccc(S(N)(=O)=O)cc3)c2c1	10.7	0.0	-4.8	0.8	i	1.5	6.8	-6.3	-1.3	3.5
CC(C)(C)[C@H]1C=C(C(=O)N2CCN(Cc3ccc4c(c3)OCO4)CC2)O[C@@H](OCCCCO)C1	1.3	-0.1	3.8	1.3	i	-0.3	-3.2	-2.0	-4.4	-2.2
CCc1nc(SCC(=O)NCCc2ccc(OC)c(OC)c2)c2c(=O)n(C)c(=O)n(C)c2n1	2.7	-0.2	5.7	-0.9	i	-2.4	-0.6	2.9	-5.8	-1.4
CCOC(=O)C1CCCN(C(=O)/C=C/c2ccccc2)CC1 (configuration not stated)	3.3	-0.4	-2.6	0.2	i	3.8	0.0	2.6	.	-1.4
OCCNc1nc2nonc2nc1NCCO	2.0	-0.3	-8.5	2.3	i	-1.6	-1.9	-5.8	-0.9	-2.4
Cc1ccc(C)c(-c2nnc(NC(=O)CCS(=O)(=O)c3ccc(F)cc3)o2)c1	3.7	-0.5	2.1	-1.1	i	-2.6	9.9	4.6	-0.4	0.9
O=C(NNC(=O)c1ccc2nc[nH]c2c1)c1ccccc1	-0.9	0.0	3.3	0.5	i	-0.7	-6.1	7.7	-2.2	0.3

In another format: five of the compounds above.
Compound,DNMT1 inh,TbMetRS inhib,SUMO1-SIM PPI,MsrA inhibitor,Rpn11 block,LMPTP block,NadD inh,CSN inh,Scp-1 inhibitor,STEP block
COCCCNC(=O)COc1ccc(S(=O)(=O)NCc2ccccc2)cc1Cl,5.3,-0.2,-2.8,0.3,i,-0.7,-1.3,-6.1,-7.6,-5.4
CCC(CC)NC(=O)COC(=O)c1ccc2c(c1)C(=O)N(Cc1ccco1)C2=O,0.3,-0.5,-28.7,-0.1,i,0.6,-3.7,3.1,8.9,-0.4
COc1ccccc1-n1cnnc1SCc1csc(-c2ccccc2)n1,-1.9,0.2,-3.5,-0.4,i,-0.2,0.4,2.2,-1.6,4.7
COc1ccc(-n2sc3ccc(F)cc3c2=O)cc1,-3.8,-0.7,4.1,-0.5,i,-1.1,-2.4,-3.1,80.9*,-3.2
Cc1ccc(CSC2=Nc3ccccc3C3=NC(CCC(=O)NCc4ccco4)C(=O)N23)cc1 (configuration not stated),-7.5,-0.5,2.7,-0.1,i,1.0,19.8,6.1,-6.9,-1.7
